PG9 binder = binders of HIV-1 gp120 antibody PG9, primary screen, biochemical, TR-FRET; TR-FRET gp120-PG9 antibody binding; inhibition, % at 6.7 µM; 360,000 compounds, 0.43% hits; AID 624416, 2012; in the data active = inhibition above about 8.5%
GC-A act = GC-A stimulated cGMP production enhancers – HEK293 GC-A cells, cGMP TR-FRET, EC30 ANP, primary screen; Atrial natriuretic peptide receptor 1 (Homo sapiens), P16066; 0% at EC30 ANP, 100% saturating ANP; activation, % at 10 µM; 370,000 compounds, 0.14% hits; AID 1671463, 2021; in the data active = activation above about 40%
Rev-erbA mod = modulators of Rev-erb alpha DNA binding, primary screen, biochemical, FITC-DNA, fluorescence polarization, uHTS; Nuclear receptor subfamily 1 group D member 1 (Homo sapiens), P20393; Rev-erbα–FITC-DNA binding, 90 min; activity, % at 10 µM; 370,000 compounds, 0.79% hits; AID 1259318, 2017;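 active = activity above about 14%, limit read from the data; passing the limit was not always enough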;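 also: 0% = DMSO wells with 35 nM protein and 100% = DMSO wells with 750 nM protein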
mABHD4 FP = ABHD4 inhibitors, primary screen, biochemical, fluorescence polarization, mouse; purified mABHD4, FP-Rh probe fluorescence polarization; 370,000 compounds, 0.54% hits; inhibition, % at 8.92 µM; (Lyso)-N-acylphosphatidylethanolamine lipase (Mus musculus), Q8VD66;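 active = inhibition exceeding the mean over every tested compound plus 3 SD, cut at about 30% in these data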;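 also: 0% = plate median of compound wells and 100% = S159A mutant with DMSO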
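Material: mouse ABHD4 enzyme, wild type; Benchmarks: S159A mutant high control, sample median low control; Buffer or medium: HEPES pH 7.0, NaCl, Pluronic buffer; Signal: fluorescence polarization; Read-out: percent inhibition of probe binding, normalized to plate controls; Timing: pre-incubation 45 min, probe exposure 60 min, at 25 °C; Dosing: 8.92 µM, single dose.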
ASAP1 inh = inhibitors of human ASAP1 ArfGAP activity, primary screen, biochemical, fluorescence polarization; Arf-GAP with SH3 domain, ANK repeat and PH domain-containing protein 1 (Homo sapiens), …; ASAP1-stimulated ARF1 GTP hydrolysis, GDP FP detection; inhibition, % at 16.5 µM; 360,000 compounds, 0.19% hits; AID 624377, 2012; in the data active = inhibition above about 25%;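 also: 0% = vehicle with enzyme and substrate and 100% = no enzyme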
SMARCA2 act = SMARCA2 (BRM) function activators, primary screen, cell-based, luminescence, high throughput; activation, % at 9.1 µM; 370,000 compounds, 1% hits; AID 652017, 2013; MG213 cells, MMTV-luciferase reporter, dexamethasone, overnight; in the data active = activation above about 7.8%;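 also: 0% = vehicle wells and 100% = reference activator wells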
NPR2 activator = human GC-B receptor activators, primary screen, HEK293 GC-B cells, cGMP TR-FRET, EC30 CNP | 0% at EC30 CNP, 100% saturating CNP | activation, % at 10 µM | 370,000 compounds, 0.11% hits | AID 1920062, 2024;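 active = activation at 10 µM reaching about 35% in either raw or pattern-adjusted values, limit read from the data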
Target sequence (P20594 whole entry, looked up): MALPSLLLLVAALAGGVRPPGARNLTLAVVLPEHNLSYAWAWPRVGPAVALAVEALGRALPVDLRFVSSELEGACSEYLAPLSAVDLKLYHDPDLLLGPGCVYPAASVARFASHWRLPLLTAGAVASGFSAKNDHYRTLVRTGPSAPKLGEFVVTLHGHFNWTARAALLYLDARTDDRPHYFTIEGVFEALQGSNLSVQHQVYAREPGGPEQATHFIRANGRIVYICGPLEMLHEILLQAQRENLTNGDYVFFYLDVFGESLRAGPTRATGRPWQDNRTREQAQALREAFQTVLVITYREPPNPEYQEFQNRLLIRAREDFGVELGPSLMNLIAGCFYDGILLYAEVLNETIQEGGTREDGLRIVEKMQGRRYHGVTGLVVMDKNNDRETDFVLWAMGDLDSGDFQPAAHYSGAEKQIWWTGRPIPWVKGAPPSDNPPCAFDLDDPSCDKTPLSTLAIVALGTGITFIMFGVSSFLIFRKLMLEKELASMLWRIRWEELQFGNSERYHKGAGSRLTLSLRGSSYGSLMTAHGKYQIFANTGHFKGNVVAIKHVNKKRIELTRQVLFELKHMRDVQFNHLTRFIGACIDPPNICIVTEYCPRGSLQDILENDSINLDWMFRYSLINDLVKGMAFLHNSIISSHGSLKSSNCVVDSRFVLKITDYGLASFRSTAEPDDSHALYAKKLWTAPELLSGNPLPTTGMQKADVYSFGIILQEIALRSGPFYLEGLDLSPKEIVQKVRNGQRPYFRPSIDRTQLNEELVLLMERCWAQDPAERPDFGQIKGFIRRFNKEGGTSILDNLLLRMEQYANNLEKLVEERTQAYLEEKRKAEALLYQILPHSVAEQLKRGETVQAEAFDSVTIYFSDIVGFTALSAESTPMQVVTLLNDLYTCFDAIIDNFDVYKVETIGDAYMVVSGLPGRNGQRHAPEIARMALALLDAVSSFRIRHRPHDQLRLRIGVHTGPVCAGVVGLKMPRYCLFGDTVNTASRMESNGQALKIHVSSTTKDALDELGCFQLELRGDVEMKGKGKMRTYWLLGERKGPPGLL
HTRA1 inh = HTRA1 serine protease inhibitors, primary screen, biochemical, fluorescence polarization, HTS. 340,000 compounds, 0.5% hits. Q92743. AID 504803, 2011. inhibition, % at 5.96 µM. recombinant HTRA1, FP-rhodamine activity-based probe; in the data active = inhibition above about 36%;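 also: 0% = enzyme with DMSO and 100% = wells lacking enzyme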
rCAG binder = binders of r(CAG) RNA repeats, primary screen, biochemical, fluorescence | r(CAG) RNA repeat, TO-PRO-1 dye displacement fluorescence | inhibition, % at 3 µM | 370,000 compounds, 1.3% hits | AID 651821, 2012;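 active = inhibition above the plate cutoff, the mean of all test compounds on that plate plus 3 SD, cut at about 35% in these data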;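 also: 0% = DMSO alone and 100% = 100 µM mitoxantrone as full dye displacement; higher means more dye released from RNA so lower well fluorescence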
ARFGAP1 inh = inhibitors of rat ARFGAP1 GAP activity, primary screen, biochemical, fluorescence polarization, GDP tracer | ADP-ribosylation factor GTPase-activating protein 1 (Rattus norvegicus), Q62848 | Arfgap1-stimulated ARF1 GTP hydrolysis, GDP FP detection | inhibition, % at 16.5 µM | 360,000 compounds, 0.26% hits | AID 651572, 2012;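 active = inhibition above a per-plate limit, mean inhibition of low control wells plus 3 SD, cut at about 25% in these data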;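 also: 0% = DMSO wells with enzyme and 100% = wells lacking Arfgap1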
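Assay system: purified rat His6-Arfgap1 residues 1-136 (GAP domain); Reagent: human Δ17 ARF1 bound to GTP; Dosing: 16.5 µM single point, 1.26% DMSO; Times: GTP hydrolysis reaction 2 h at 25 °C; Signal: FP, GDP Alexa 633 tracer displaced from anti-GDP antibody, 620/688 nm; Measure: % inhibition from polarization.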
* hit, by the source's call; . = not tested or not shown. Rows were taken by chance, and some 4.4% of all compounds hit somewhere here.

SMILES	PG9 binder	GC-A act	Rev-erbA mod	mABHD4 FP	ASAP1 inh	SMARCA2 act	NPR2 activator	HTRA1 inh	rCAG binder	ARFGAP1 inh
COC(=O)[C@]12C[C@H](CC(=O)N3CCN(C(=O)c4ccco4)CC3)C(=O)N(CCc3ccc(OC)c(OC)c3)C1=C[C@H](C(C)C)O[C@@H]2C1CC1	.	-1	-7	3	.	2	4	.	1	.
O=C(Cc1cccc2ccccc12)NCC(=O)Nc1ccccc1F	-1.7	4	-3	-4	-2	-2	-1	-7	4	4
CN(CC#Cc1ccccc1)C(N)=NC(=O)/C=C/c1ccccc1	.	-11	4	1	.	1	1	.	0	.
O=C(NCC1CCCO1)c1cc2c(=O)[nH]c3ccccc3c2s1 (centres undefined)	-1.6	1	5	2	7	4	6	5	1	7
CCc1noc(C)c1C(=O)N1CCCSC1=Nc1ccccc1C(C)C	-1.2	-8	10	-12	10	-3	-4	-6	-5	1
Cc1cc(C)nc(SCC(=O)OCC(=O)N(C)c2c(N)n(Cc3ccccc3)c(=O)[nH]c2=O)n1	-2.7	-2	2	-8	-24	-3	10	-2	0	1
CC(C)N1CCN(Cc2ccc(OC3CCCC3)cc2)CC1CCO (centres undefined)	1.2	1	1	3	5	-3	3	1	-3	-14
Cc1ccn2cc(-c3ccc(NC(=O)c4ccco4)cc3)nc2c1	-0.8	1	4	6	3	7	-2	-7	-1	7
O=C(CCS(=O)(=O)c1cccs1)Nc1ccc(C(=O)NCc2cccs2)cc1	-2.0	2	-2	-10	7	-6	-3	-1	7	2
CCc1ccc(NC(=S)/N=C(\N)Nc2nc(C)c3cc(CC)ccc3n2)cc1	-1.9	1	12	-4	10	-3	-1	-39	25	-2
CN(C(=O)CSc1cccc[n+]1[O-])c1ccccc1	-1.9	-2	3	2	9	3	0	6	0	7
C[C@H](NC(=O)CCC1CCC(=O)N1)c1ccccc1 (some centres undefined)	-1.2	4	-3	2	7	0	3	-6	0	-1
COc1ccc(NC(=O)COc2ccc(C(=O)c3ccc(F)cc3)cc2)cc1S(N)(=O)=O	-2.5	7	-1	-11	-5	-3	-1	-3	14	0
Cc1cccc(NC(=S)Nc2c(C)n(C)n(-c3ccccc3)c2=O)c1C	-2.6	4	-2	1	13	6	-2	4	1	-4
N#Cc1c(NC(=O)CSc2nnc(-c3ccccc3O)n2-c2ccccc2)sc2c1CCCC2	0.0	-1	-2	-1	-4	0	1	1	3	-5
CCn1c(Cc2ccccc2)nnc1SCC(=O)c1cccc([N+](=O)[O-])c1	-3.4	-5	0	7	-10	4	-4	1	4	-5
CCCc1nn2c(-c3ccccc3)nnc2o1	1.6	-2	2	3	4	3	0	4	0	-7
COC(=O)c1cc2c(C)cc3ccc(C)cn3c-2c1C(=O)OC	11*	13	3	5	-4	1	0	6	3	7
CCCCC[C@H](C)N1C[C@H](COCc2ccccc2)Oc2cc(N3CC[C@H](N(C)C)C3)ccc2S1(=O)=O	0.5	-2	-2	22	4	-4	4	.	3	0
CC(=O)Nc1cncc(-c2ccccc2C(C)=O)n1	-1.2	5	-4	4	6	-3	4	.	-1	0
COc1ccc(CCNC(=O)CCCc2ccccc2)cc1	0.5	-1	0	-3	3	-1	-5	-2	-7	6
COc1ccc(/C(O)=C2\C(=O)C(=O)N(c3cc(C)on3)C2c2cccc(OC)c2OC)cc1C (centres undefined)	3.8	-9	-5	-5	-2	-4	-6	-3	16	-1
CC(=O)NCc1nnc2c3ccccc3c(-c3ccccc3)nn12	1.3	-1	-2	1	8	-4	-2	7	0	-6
O=C(CSc1nnnn1-c1ccccc1)N1CCc2ccccc21	0.6	0	-3	6	2	-4	1	-1	-3	5
Cc1ccc(C)c(NC(=O)CN(C)C(=O)c2cccc(N3C(=O)CCC3=O)c2)c1	0.0	0	-1	-2	-2	-3	4	0	-1	-8
CC(/C=N/NC(=O)c1nnn(-c2nonc2N)c1CN1CCCCC1)c1ccccc1 (centres undefined)	-1.1	-1	-2	5	0	0	-2	-8	6	4
CCN(C(=O)COC(=O)c1cc(-c2cccs2)nc2ccccc12)C1CCS(=O)(=O)C1 (centres undefined)	-0.4	3	-2	-8	1	-1	-6	-10	6	-15
COC(=O)[C@@]12C[C@@H](CC(=O)NCC3CCCCC3)C(=O)N(Cc3ccco3)C1=CCC(C)(C)C2	0.1	-5	1	4	3	-1	-1	.	1	14
Fc1ccc(N/N=C/c2cccnc2)c(F)c1	-3.8	1	-4	1	-2	8.4*	-5	6	-5	-2
Cc1cc(C)c(OCC(=O)NCC2COc3ccccc3O2)c(C)c1 (centres undefined)	0.7	-6	4	-20	-13	-3	3	-19	-2	0
O=C(NCc1ccccc1)c1cc(C2COCCN2C(=O)c2ccc(Cl)cc2)on1 (centres undefined)	-1.2	1	-7	-5	-1	0	-2	.	2	5
CSCCC(NC(=O)c1ccc(Cl)cc1Cl)C(=O)NCc1ccncc1 (centres undefined)	-0.1	8	2	-1	-2	-1	5	5	-4	12
O=C(O)c1ccc(NCc2ccc3c(c2)OCO3)cc1	2.0	2	-2	5	-12	-2	3	7	1	3
C[C@H](CO)N1C[C@H](C)[C@@H](CN(C)S(=O)(=O)c2ccccc2)Oc2c(NC(=O)c3ccncc3)cccc2C1=O	0.4	-1	-5	-4	-14	-1	-1	3	5	-4
COc1cccc(-c2cc(C(=O)Nc3cc(OC)c(OC)c(OC)c3)no2)c1	0.1	5	1	-15	-17	-4	1	-17	-4	16
Cc1nc(C)c(C(=O)Nc2nc3c(C)cccc3s2)o1	-1.9	-5	-14	5	2	-4	-3	7	19	9
O=C(CSc1cccc[n+]1[O-])N1CCc2ccccc21	2.3	2	1	7	0	-2	-1	0	-2	-8
CCC(=O)c1ccc(OCC(=O)N(CC)CC(=O)Nc2ccccc2OC)cc1	-1.1	-1	-2	7	4	-3	3	8	5	-14
O=C(O)CCCC(=O)Nc1cccc(C(F)(F)F)c1	-0.4	2	-1	-1	-17	-2	4	0	-2	-6
C=CCN1C(=O)[C@@H](CC(=O)NCC2CCCCC2)[C@]2(C(=O)OC)CCCCC=C12	.	0	8	1	.	-1	0	.	2	.
C[C@]12CC[C@H](O)CC1=CCC1C2CC[C@@]2(C)C1CC[C@@H]2NC(=O)[C@@H](N)CO (some centres undefined)	0.3	0	8	-1	-2	0	3	-7	2	-21
Cc1cc(Cl)ccc1OCCCC(=O)NCCCn1ccnc1	1.3	8	-5	3	-1	-3	2	-9	-6	5
COc1ccc(N2CC(C(=O)N[C@@H](C)C(=O)N3CCCCC3)CC2=O)cc1 (some centres undefined)	-0.3	5	-5	9	4	1	0	4	-6	5
CCNC(=S)N/N=C/c1cccc(OCc2c(F)cccc2Cl)c1	-1.5	21	1	-20	3	-4	34	-22	5	9
Cc1ccc(OCC(=O)Nc2nc(C)c(Cl)cc2Cl)c([N+](=O)[O-])n1	0.3	0	-5	8	-9	-1	-6	9	0	0
Cc1cc(NC(=O)CCC(=O)N(CC(=O)NCC2CCCO2)c2ccc3c(c2)OCCO3)no1 (centres undefined)	0.4	-1	-2	1	-1	-2	3	-1	-5	-2
O=[N+]([O-])c1ccccc1OCCOc1ccccc1[N+](=O)[O-]	-0.9	-3	0	-9	81*	0	1	2	-1	35*
Cc1ccc2c(C)c(C(=O)Nc3nnc(C)s3)oc2c1	3.7	-5	3	-6	-2	-1	-4	6	9	2
CNC(=O)Cn1c(C)cc(=O)c2cccc(OC)c21	-1.2	4	1	-5	-6	0	3	.	-2	5
CC1(C)CC(=O)C=C(c2ccc(-c3cccc(C(N)=O)c3)cc2)C1=O	-0.5	0	-1	3	-5	0	4	-6	4	-13

Of the compounds above, these contain a COOH group:
SMILES	PG9 binder	GC-A act	Rev-erbA mod	mABHD4 FP	ASAP1 inh	SMARCA2 act	NPR2 activator	HTRA1 inh	rCAG binder	ARFGAP1 inh
O=C(O)c1ccc(NCc2ccc3c(c2)OCO3)cc1	2.0	2	-2	5	-12	-2	3	7	1	3
O=C(O)CCCC(=O)Nc1cccc(C(F)(F)F)c1	-0.4	2	-1	-1	-17	-2	4	0	-2	-6

A draw from above in order of count of non-hydrogen atoms, ascending.
SMILES	PG9 binder	GC-A act	Rev-erbA mod	mABHD4 FP	ASAP1 inh	SMARCA2 act	NPR2 activator	HTRA1 inh	rCAG binder	ARFGAP1 inh
O=C(O)CCCC(=O)Nc1cccc(C(F)(F)F)c1	-0.4	2	-1	-1	-17	-2	4	0	-2	-6
Cc1ccc2c(C)c(C(=O)Nc3nnc(C)s3)oc2c1	3.7	-5	3	-6	-2	-1	-4	6	9	2
O=[N+]([O-])c1ccccc1OCCOc1ccccc1[N+](=O)[O-]	-0.9	-3	0	-9	81*	0	1	2	-1	35*
Cc1cc(Cl)ccc1OCCCC(=O)NCCCn1ccnc1	1.3	8	-5	3	-1	-3	2	-9	-6	5
CCNC(=S)N/N=C/c1cccc(OCc2c(F)cccc2Cl)c1	-1.5	21	1	-20	3	-4	34	-22	5	9
CC1(C)CC(=O)C=C(c2ccc(-c3cccc(C(N)=O)c3)cc2)C1=O	-0.5	0	-1	3	-5	0	4	-6	4	-13
COc1ccc(N2CC(C(=O)N[C@@H](C)C(=O)N3CCCCC3)CC2=O)cc1 (some centres undefined)	-0.3	5	-5	9	4	1	0	4	-6	5
COc1cccc(-c2cc(C(=O)Nc3cc(OC)c(OC)c(OC)c3)no2)c1	0.1	5	1	-15	-17	-4	1	-17	-4	16
CCC(=O)c1ccc(OCC(=O)N(CC)CC(=O)Nc2ccccc2OC)cc1	-1.1	-1	-2	7	4	-3	3	8	5	-14
Cc1cc(NC(=O)CCC(=O)N(CC(=O)NCC2CCCO2)c2ccc3c(c2)OCCO3)no1 (centres undefined)	0.4	-1	-2	1	-1	-2	3	-1	-5	-2
C[C@H](CO)N1C[C@H](C)[C@@H](CN(C)S(=O)(=O)c2ccccc2)Oc2c(NC(=O)c3ccncc3)cccc2C1=O	0.4	-1	-5	-4	-14	-1	-1	3	5	-4

Assay outcomes (PubChem)
